# FXIa inh 1536: human FXIa protease inhibitors, primary screen, biochemical, 1536-well. inhibition, % at 5 µM. 0.14% of 220,000 active. AID 798, 2007. Coagulation factor XI (Homo sapiens), P03951. purified FXIa, Boc-Glu-Ala-Arg-AMC fluorogenic substrate;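 active means inhibition of at least 40%; inactive means inhibition below 40%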;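 further: fluorescence of freed AMC excited at 355 nm; 0% = enzyme without compound and 100% = no enzyme blank; many of its hits are not listed in these tables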
# TbHK1 inh: Trypanosoma brucei hexokinase 1 inhibitors, primary screen, biochemical, G6PDH-coupled NADH absorbance, MLSCN library. AID 1430, 2008. inhibition, % at 10 µM. hexokinase 1 [Trypanosoma brucei]. recombinant TbHK1, G6PDH-coupled NADH A340. 0.11% of 220,000 active;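 active means inhibition of 50% or more in the single-dose primary screen; inactive means inhibition below 50%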
# L929 necroptosis: inhibitors of zVAD-triggered necroptosis, primary screen, L929 cells; L929 zVAD necroptosis rescue, ATP luminescence, 24 h; with zVAD 60 µM; viability rescue, % at 10 µM; 0.38% of 220,000 active; AID 1377, 2008;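 active means activation, scaled between plate controls, above about 75%, limit read from the data; inactive means activation under that limit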;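 further: 0% = zVAD with DMSO and 100% = DMSO alone without zVAD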
# CHOP inh: inhibitors of CHOP promoter induction, primary screen, cell-based, unfolded protein response, luciferase reporter; CHO-K1 CHOP-promoter luciferase, tunicamycin-induced, 15-18 h; inhibition, % at 10 µM; 3.8% of 220,000 active; AID 2732, 2010;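 active means compounds that reduced the stress-induced luciferase reporter signal by more than about 70% of percent inhibition, limit read from the data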;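 further: 0% = tunicamycin plus vehicle and 100% = wells without tunicamycin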
# Wee1 degr inh: Wee1 degradation inhibitors, primary screen, cell-based, HeLa, Wee1K328M-luciferase, luminescence. Wee1-like protein kinase (Homo sapiens), P30291. HeLa Luc-Wee1K328M stability; 100% = proteasome inhibitor MG132 effect. reporter increase, % at 5 µM. 1.2% of 220,000 active;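 active means activation above the mean of all tested compounds plus 3 SD, set per screening run, cut at about 8.8% in these data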;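 further: cells exposed to compound for 20 h before luminescence read; 0% = DMSO alone and 100% = MG132 at 30 µM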
# PPC-1+TRAIL kill: compounds killing PPC-1 cancer cells with TRAIL present, primary screen, TRAIL potentiator project, ATPLite luminescence, uHTS | PPC-1 cells + TRAIL, ATPLite viability luminescence | cell killing (% activity), % at 4 µM | 0.41% of 220,000 active;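 active means cell killing above 50% in the first pass at 4 µM, then a duplicate retest at 5 µM averaging 50% or more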;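 further: plate controls were cells with TRAIL plus DMSO for no effect and medium-only wells lacking cells for full effect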
# EP2 antag: human EP2 receptor antagonists, primary screen, TR-FRET cAMP, C6 glioma cells. inhibition, % at 25 µM. C6 glioma cells expressing human EP2; cells stimulated with saturating PGE2. Prostaglandin E2 receptor EP2 subtype (Homo sapiens), P43116. 0.52% of 260,000 active;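 active means percent inhibition above 40 after rounding to a whole number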;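 further: rat C6 glioma host cells with rolipram phosphodiesterase inhibitor present; the protocol text gives 20 µM as final concentration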
# Target sequence (P43116 whole entry, looked up): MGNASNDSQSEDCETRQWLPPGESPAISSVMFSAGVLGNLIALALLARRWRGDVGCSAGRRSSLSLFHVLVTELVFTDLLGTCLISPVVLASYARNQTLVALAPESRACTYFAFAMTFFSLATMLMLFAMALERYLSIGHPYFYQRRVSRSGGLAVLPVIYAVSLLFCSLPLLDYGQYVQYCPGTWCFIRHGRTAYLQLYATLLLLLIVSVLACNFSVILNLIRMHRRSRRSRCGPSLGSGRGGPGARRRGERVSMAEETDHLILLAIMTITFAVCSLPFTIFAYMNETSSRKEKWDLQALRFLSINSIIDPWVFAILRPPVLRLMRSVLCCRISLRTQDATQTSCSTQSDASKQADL
# TNF death inh: inhibitors of TNF-alpha triggered necroptosis, primary screen, cell-based, Jurkat FADD-/-, single concentration | 0.068% of 220,000 active | activation (protection from cell death), % at 10 µM | Jurkat FADD-/- TNF necroptosis rescue, ATP luminescence, 24 h; 0 = TNF only, 100 = no-TNF cells;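 active means activation, meaning protection from cell death, of at least 50% relative to plate controls; inactive means activation below 50%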;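 further: necroptosis triggered by 40 ng/mL TNF-alpha added together with compound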
# FXIIa inh: human FXIIa protease inhibitors, primary screen, biochemical, 1536-well; purified FXIIa, Boc-QGR-AMC fluorogenic substrate, 2 h; AID 800, 2007; inhibition, % at 5 µM; Coagulation factor XII (Homo sapiens), P00748; 0.3% of 220,000 active; in the data active means inhibition above about 40%;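 further: 0% = enzyme with no compound and 100% = blank without enzyme; many of its hits are not listed in these tables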
# Target sequence (P00748 20-372 limits assumed): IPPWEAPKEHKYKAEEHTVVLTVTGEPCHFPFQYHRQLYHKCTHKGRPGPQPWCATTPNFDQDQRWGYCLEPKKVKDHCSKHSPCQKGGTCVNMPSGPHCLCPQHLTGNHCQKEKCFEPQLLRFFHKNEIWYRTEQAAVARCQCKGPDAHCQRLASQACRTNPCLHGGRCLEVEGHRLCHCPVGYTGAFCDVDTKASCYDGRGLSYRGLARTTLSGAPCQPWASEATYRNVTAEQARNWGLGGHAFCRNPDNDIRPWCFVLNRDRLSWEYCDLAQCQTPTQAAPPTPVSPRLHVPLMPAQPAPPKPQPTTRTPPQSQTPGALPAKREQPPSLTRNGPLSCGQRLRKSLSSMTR
# Target sequence (P00748 373-615 limits assumed): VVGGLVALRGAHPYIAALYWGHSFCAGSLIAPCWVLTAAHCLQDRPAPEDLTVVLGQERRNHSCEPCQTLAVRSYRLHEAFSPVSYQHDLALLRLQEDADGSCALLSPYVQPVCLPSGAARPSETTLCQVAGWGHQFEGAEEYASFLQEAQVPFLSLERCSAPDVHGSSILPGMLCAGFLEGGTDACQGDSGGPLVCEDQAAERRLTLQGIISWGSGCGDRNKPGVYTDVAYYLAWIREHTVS
# Starred values were filed as active, the others as inactive; / = no result given; & = joins results of further samples.
entry	Structure	FXIa inh 1536	TbHK1 inh	L929 necroptosis	CHOP inh	Wee1 degr inh	PPC-1+TRAIL kill	EP2 antag	TNF death inh	FXIIa inh
1	CC(=O)Nc1ccccc1-c1nc2ccc(C(=O)N3CCN(c4cccc(C)c4)C(C)C3)cc2[nH]c1=O (stereo not given)	-4	-36	-1.2	-4	-1	0	12	-2.6	16
2	Cc1cc(C)c(NC(=S)N2CCCC2C(=O)O)c(C)c1 (stereo not given)	-6	-1	1.1	8	0	18	2	1.0	10
3	COc1ccc(CSCCc2n[nH]c(=S)n2-c2ccccc2)cc1	-2	1	-0.9	-14	0	28	4	-1.0	10
4	COc1ccc(NC(=O)C2CC2)cc1-n1cnnn1	1	-2	-0.2	-4	-4	5	9	-2.5	13
5	NC(=O)CC[C@@H]1NC(=O)[C@H](CO)NC(=O)c2cc([N+](=O)[O-])cc(I)c2NCCC[C@@H](C(N)=O)NC(=O)[C@H](Cc2ccc(O)cc2)NC1=O	7	-7	2.9	7	-3	9	12	1.2	17
6	COc1ccc(NC(=O)CCCN2C(=O)/C(=C\c3ccco3)SC2=S)cc1	9	-4	4.3	24	0	19	3	5.2	13
7	CC1CCCCC12NC(=O)N(Cc1cc(=O)n3ccsc3n1)C2=O (stereo not given)	-6	1	0.1	10	4	7	6	-0.2	6
8	Cc1ccc(S(=O)(=O)N(Cc2cc3ccc(C)cc3[nH]c2=O)c2ccccc2)cc1	-2	-6	0.3	5	-1	5	11	0.8	4
9	COc1ccc(Nc2ncc(F)c(N3CCOCC3)n2)cc1	0	-7	75*	43	-1	36	5	2.8	5
10	COc1ccc(N2CCN(S(=O)(=O)c3ccc4c(c3)CCCC4)CC2)c([N+](=O)[O-])c1	0	-7	-0.1	71*	-1	6	7	-17	16
11	CCc1ccc(OCC(O)CN2CCC(CN3C(=O)c4cccc5cccc(c45)C3=O)CC2)cc1 (stereo not given)	-4	10	-0.7	94*	6	34	15	-6.2	3
12	O=C1C=C(N(CCO)Cc2ccccc2)c2ccccc2C1=O	3	-8	0.2	89*	1	13	20	-18	5
13	Cc1nn(C)c(Nc2ccc(Br)cc2)c1Br	-7	-2	0.7	74*	-1	-1	0	1.1	7
14	COc1cccc(C2/C(=C(/O)c3ccccc3)C(=O)C(=O)N2CCCC(=O)O)c1 (stereo not given)	5	-30	-0.3	2	0	13	10	-2.8	17
15	CC(=O)ONC(=Nc1ccccc1)c1nonc1N	5	-6	0.2	19	1	14	6	-2.9	10
16	COC(=O)C1C(=O)c2c([nH]c(C(=O)OCCSC)c2C)CC1C (stereo not given)	-6	-6	1.4	22	-1	16	8	-0.7	8
17	Cc1ccccc1C(=O)N1CCC(C(=O)Nc2ccc(S(=O)(=O)N(C)C(C)C)cc2)CC1	0	-6	-0.6	18	0	-11	5	-5.1	9
18	C=C(c1ccc(OC)cc1)c1ccc(OC)cc1	-5	-1	0.0	38	-2	-1	/	-6.8	6
19	O=C(O)Cc1ccc(C(=O)c2ccc(Cl)cc2Cl)s1	5	2	2.5	27	1	5	3	0.0	9
20	CN1C(=O)c2oc3ccccc3c(=O)c2C1c1ccccn1 (stereo not given)	3	3	0.1	15	0	9	9	-0.4	12
21	COCCOC(=O)C1=C(C)NC(SCC(=O)NC(C)(C)C)=C(C#N)C1c1ccco1 (stereo not given)	4	-10	0.8	3	-1	5	37	2.6	11
22	Cc1c(C#N)c(N=CN(C)C)c(C(=O)c2ccc(Br)cc2)n1-c1ccc(Cl)cc1	5	-13	0.3	19	3	12	1	1.1	17
23	CC(=O)Nc1ccc(C(=O)OCC(=O)NC2CCCCCCC2)cc1	1	11	66	-12	-1	-8	9	0.2	6
24	O=C(Nc1ccccc1)C1CC=CCC1C(=O)OCC1CCCO1 (stereo not given)	-13	1	-0.1	13	-2	17	7	0.7	5
25	CC1(C)CC(=O)C(C(C2=C(O)CC(C)(C)CC2=O)c2cccnc2)C(=O)C1 (stereo not given)	-1	1	0.9	25	1	4	13	-0.4	8
26	O=C(c1ccc(Cn2c(=O)[nH]c3ccsc3c2=O)cc1)N1CCN(c2ccccc2)CC1	2	4	-0.2	10	0	11	0	0.1	-4
27	COc1cc(=O)n2c(-c3ccccc3)csc2n1	1	17	-0.2	26	0	3	6	-0.9	12
28	Cc1ccc(-n2nc(C)c(C3(O)C(=O)N(C)c4ccccc43)c2N)cc1 (stereo not given)	-5	1	3.0	4	-3	-3	3	3.9	6
29	O=C(Nc1nc2c(F)cc(F)cc2s1)C1COc2ccccc2O1 (stereo not given)	3	-1	0.7	18	-2	-6	7	2.8	11
30	COc1ccccc1NC(=O)c1c(N=Cc2ccccc2O)cnn1C	0	-3	0.5	101*	-2	5	4	-3.6	6

# Pulled by compound from the list above:
entry	Structure	FXIa inh 1536	TbHK1 inh	L929 necroptosis	CHOP inh	Wee1 degr inh	PPC-1+TRAIL kill	EP2 antag	TNF death inh	FXIIa inh
26	O=C(c1ccc(Cn2c(=O)[nH]c3ccsc3c2=O)cc1)N1CCN(c2ccccc2)CC1	2	4	-0.2	10	0	11	0	0.1	-4
6	COc1ccc(NC(=O)CCCN2C(=O)/C(=C\c3ccco3)SC2=S)cc1	9	-4	4.3	24	0	19	3	5.2	13
27	COc1cc(=O)n2c(-c3ccccc3)csc2n1	1	17	-0.2	26	0	3	6	-0.9	12

# (more compounds)
entry	Structure	FXIa inh 1536	TbHK1 inh	L929 necroptosis	CHOP inh	Wee1 degr inh	PPC-1+TRAIL kill	EP2 antag	TNF death inh	FXIIa inh
31	COc1ccc(-n2c(CNC(=O)COc3ccccc3)n[nH]c2=S)cc1	-3	-3	1.2	-3	1	6	12	0.5	7
32	CCOC(=O)c1ccc(-n2c(CC)nc3ccccc3c2=O)cc1	6	-2	-1.0	-7	0	18	9&7	0.2	5
33	COCCn1c(-c2ccc(Cl)cc2)nc2oc3cc(OC)ccc3c(=O)c2c1=O	-8	-43	-0.1	15	1	-2	5	-1.7	8
34	COc1ccc(OCc2nc3c4cc(OC)c(OC)cc4nc(=S)n3[nH]2)cc1	2	-11	1.0	-20	3	14	13	2.9	10
35	Cc1ccc(OCCNC(=O)/C=C/c2ccco2)cc1C	1	-3	-0.6	-3	-1	7	9	-2.4	5
36	O=C(CN1C(=O)c2ccccc2C1=O)Nc1cccc(S(=O)(=O)Nc2ccccc2Cl)c1	0	27	0.2	30	-2	2	5	1.4	11
37	Cc1cccc(C)c1NC(=O)CCCSc1nnc(-c2ccco2)n1-c1ccccc1	-14	3	0.9	35	2	0	29	0.2	-18
38	COc1nc(Oc2ccc(=O)[nH]n2)nc(N2CCOCC2)n1	-3	1	0.2	-3	0	11	10	-0.6	0
39	COc1ccc(NC(=O)CSc2nncs2)cc1S(N)(=O)=O	6	-5	1.2	0	2	9	8	0.0	10
40	CCOC(=O)CSC1=C(C#N)C(=O)NC(c2ccc(OC)cc2)S1 (stereo not given)	6	-49	1.0	-4	0	-10	4	1.1	10
41	O=C(Nc1ccc(C(=O)O)cc1)Nc1cccc([N+](=O)[O-])c1	7	18	0.8	21	1	37	4	2.4	8
42	O=S(=O)(NCC1CCCO1)c1cc(Br)c(Br)s1 (stereo not given)	-3	3	0.5	26	-2	5	8	6.8	-5
43	CCOc1ccc(NS(=O)(=O)c2cc(NC(=O)CCC(=O)c3cccs3)ccc2Cl)cc1	-1	4	0.9	40	-2	11	14	3.2	-3
44	O=[N+]([O-])c1ccc(CSc2nc3ncc(Br)cc3[nH]2)cc1	2	-23	0.2	28	-1	10	9	1.3	12
45	COCCNC(=O)C(=O)N/N=C/c1cccs1	6	-14	-0.2	30	2	6	7	0.0	9

# In the list so far, 4 have bromine:
entry	Structure	FXIa inh 1536	TbHK1 inh	L929 necroptosis	CHOP inh	Wee1 degr inh	PPC-1+TRAIL kill	EP2 antag	TNF death inh	FXIIa inh
13	Cc1nn(C)c(Nc2ccc(Br)cc2)c1Br	-7	-2	0.7	74*	-1	-1	0	1.1	7
22	Cc1c(C#N)c(N=CN(C)C)c(C(=O)c2ccc(Br)cc2)n1-c1ccc(Cl)cc1	5	-13	0.3	19	3	12	1	1.1	17
42	O=S(=O)(NCC1CCCO1)c1cc(Br)c(Br)s1 (stereo not given)	-3	3	0.5	26	-2	5	8	6.8	-5
44	O=[N+]([O-])c1ccc(CSc2nc3ncc(Br)cc3[nH]2)cc1	2	-23	0.2	28	-1	10	9	1.3	12

# More structures.
entry	Structure	FXIa inh 1536	TbHK1 inh	L929 necroptosis	CHOP inh	Wee1 degr inh	PPC-1+TRAIL kill	EP2 antag	TNF death inh	FXIIa inh
46	COc1ccc(Cl)cc1S(=O)(=O)Oc1ccc(NC(C)=O)cc1	3	9	0.1	-2	3	15	17	0.4	11
47	O=c1c2cccnc2[nH]c(=S)n1CCC1=CCCCC1	-5	-10	-0.4	2	-3	14	5	-4.9	6
48	O=C(NC1=NCCS1)c1sc2cc(Cl)cc(Cl)c2c1Cl	0	-1	1.4	70	0	12	12	2.2	6
49	Cc1cccc(-c2noc(-c3ccoc3C)n2)c1	-7	4	0.8	21	1	-3	6	-0.7	3
50	CCC(CC)C(=O)Nc1cccc(C(=O)Nc2nnc(C)s2)c1	-7	-13	3.1	4	-2	24	4	1.2	2
51	Nc1nc2n(n1)C(c1ccc(F)cc1)CC(c1ccc(F)cc1)N2 (stereo not given)	1	-5	1.1	21	-2	4	6	-0.1	4
52	O=S(=O)(Nc1ccncc1Cl)c1ccc2ccccc2c1	12	10	-0.3	-7	1	15	8	0.3	25
53	CCc1cc2c(NCCC(=O)O)ncnc2s1	-15	-1	-0.1	11	-1	-5	7	-1.4	7
54	CCOC(=O)c1cc(-c2ccc(N)cc2)sc1N	2	-34	1.8	36	0	12	0	-5.4	10
55	c1ccc(CCCNc2ncnc3nc[nH]c23)cc1	22	11	31	17	1	8	12	-5.7	27
56	Cc1ccc(NNC(=O)C(O)(c2cccc(C(F)(F)F)c2)c2cccc(C(F)(F)F)c2)cc1	11	-4	/	107*	2	-8	10	0.5	15
57	C#CCOCCOCCOCCNc1nc(N2CCN(C(=O)[C@H](CCC(=O)O)n3cc(C(N)[C@H](C)CC)nn3)CC2)nc(N2CCN(C(=O)[C@H](CCC(=O)O)n3cc(C(N)[C@H](C)CC)nn3)CC2)n1 (stereo not given in full)	0	-10	-0.3	44	3	12	16	0.4	7
58	Cn1nc(C(C)(C)C)c([N+](=O)[O-])c1C(=O)NC(C)(C)C	-5	0	0.4	23	-1	8	9	0.8	6
59	COc1ccc(N(C)C(=O)CCC(=O)Nc2ccc3nc(N4CCOCC4)cc(C)c3c2)c(OC)c1	-7	-39	19	-6	0	3	5	-3.5	3
60	O=S1(=O)c2ccccc2N=NN1Cc1cc(Cl)cc(Cl)c1	1	0	-0.3	92*	1	31	11	-0.2	16

# Not all compounds are listed; count on the stated rates, not on these rows.
